Screening results (PubChem BioAssay)
CSN inh = blocks human CSN-mediated cullin deneddylation. Q92905. Purified CSN, SCF-Nedd8-OG deneddylation, fluorescence polarization. inhibition, % at 12.5 µM. actives 0.38% (n = 360,000). AID 651999;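 active = pattern-corrected inhibition above about 35%, with an unprinted fluorescence ratio check between 0.5 and 1.5, limit read from the data, passing the limit was not always enough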;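 note: 0% = enzyme with substrate and 100% = substrate without enzyme; some results filed as inactive read as strong as hits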
Target sequence (Q92905 whole entry, looked up, one chain of several): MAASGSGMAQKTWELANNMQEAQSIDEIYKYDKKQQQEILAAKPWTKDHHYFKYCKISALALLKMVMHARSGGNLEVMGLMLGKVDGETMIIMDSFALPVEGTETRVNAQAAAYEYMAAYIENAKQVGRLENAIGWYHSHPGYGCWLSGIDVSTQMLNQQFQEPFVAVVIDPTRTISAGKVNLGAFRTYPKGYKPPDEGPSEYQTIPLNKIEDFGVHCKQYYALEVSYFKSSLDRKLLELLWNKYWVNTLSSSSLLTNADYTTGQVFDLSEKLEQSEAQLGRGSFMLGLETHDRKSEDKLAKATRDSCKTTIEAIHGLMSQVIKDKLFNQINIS
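assay system = purified human Csn5 enzyme expressed in HEK293T cells | amount = 0.24 nM enzyme | buffer or medium = Tris/NaCl/DTT buffer, pH 7.5 | reagent = 10 nM SCFSkp2-Nedd8OG | compound = one concentration, 12.5 µM, 0.25% DMSO | times = 90 min reaction at room temperature | signal = FP | read-out basis = % inhibition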
MT1-MMP act inh = MT1-MMP (human) activation inhibition; actives 0.061% (n = 360,000); GFP/RFP ratio change, % at 20 µM; P50281; HT1080 RFP-PRO-GFP cells, GFP/RFP ratio fluorescence, overnight; percent of plate control window, DMSO zero;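 active = GFP/RFP ratio change of at least 30% with cell ATP level not reduced by more than half and red fluorescence within 50% of control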; note: strong numbers were not always called active
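system = RFP-PRO-GFP reporter HT1080 cells | dosing = 20 µM single dose, 1% DMSO | timing = overnight cell settling, then overnight compound exposure, 37 °C, 5% CO2 | read-out basis = GFP/RFP fluorescence ratio | controls = DMSO and RFP-L50D-GFP cell wells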
NadD inh = blocks S. aureus nicotinate mononucleotide adenylyltransferase; purified NadD enzyme, colorimetric absorbance read-out; inhibition, % at 20 µM; actives 0.78% (n = 360,000); AID 602399; in the data active = inhibition above about 26%; note: some compounds past the cut are filed as inactive
SKN-1 inh = inhibitors of C. elegans SKN-1; C. elegans VP596 Pgst-4::GFP/RFP ratio, acrylamide-induced, 24 h; inhibition, % at 21.8 µM; actives 0.49% (n = 360,000);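 active = interference check ratio from 0.5 to 1.5 plus GFP to RFP signal ratio inhibition reaching or exceeding a fixed threshold, cut at about 30% in these data, passing the limit was not always enough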; note: some compounds called inactive have numbers as strong as hits
Rin1-Abl PPI inh = blocks binding of human Rin1 to Abl; actives 0.4% (n = 360,000); inhibition, % at 7.35 µM; TR-FRET Rin1/Abl binding, biochemical; AID 588664; in the data active = inhibition above about 5%, passing the limit was not always enough
Rpn11 inh = inhibitors of human proteasome Rpn11. O00487. human 26S proteasome, Ub4-pepOG fluorescence polarization; 20S core pre-blocked with epoxomicin. calls only at 20 µM. actives 0.59% (n = 360,000). AID 588493;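 active = inhibition at 20 µM, scaled to each plate's controls, above about 33%, limit read from the data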
PABP1 MLLE inh = inhibitors of microRNA-mediated deadenylation, human PABP1 MLLE binding; GST-MLLE / FITC-PAM2 fluorescence polarization; inhibition, % at 20 µM; actives 0.36% (n = 360,000); AID 588489; in the data active = inhibition above about 35%, passing the limit was not always enough;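 note: plate controls were DMSO wells with GST-MLLE for no effect and wells lacking GST-MLLE protein for full effect; some results filed as inactive read as strong as hits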
Target sequence (P11940 whole entry, looked up): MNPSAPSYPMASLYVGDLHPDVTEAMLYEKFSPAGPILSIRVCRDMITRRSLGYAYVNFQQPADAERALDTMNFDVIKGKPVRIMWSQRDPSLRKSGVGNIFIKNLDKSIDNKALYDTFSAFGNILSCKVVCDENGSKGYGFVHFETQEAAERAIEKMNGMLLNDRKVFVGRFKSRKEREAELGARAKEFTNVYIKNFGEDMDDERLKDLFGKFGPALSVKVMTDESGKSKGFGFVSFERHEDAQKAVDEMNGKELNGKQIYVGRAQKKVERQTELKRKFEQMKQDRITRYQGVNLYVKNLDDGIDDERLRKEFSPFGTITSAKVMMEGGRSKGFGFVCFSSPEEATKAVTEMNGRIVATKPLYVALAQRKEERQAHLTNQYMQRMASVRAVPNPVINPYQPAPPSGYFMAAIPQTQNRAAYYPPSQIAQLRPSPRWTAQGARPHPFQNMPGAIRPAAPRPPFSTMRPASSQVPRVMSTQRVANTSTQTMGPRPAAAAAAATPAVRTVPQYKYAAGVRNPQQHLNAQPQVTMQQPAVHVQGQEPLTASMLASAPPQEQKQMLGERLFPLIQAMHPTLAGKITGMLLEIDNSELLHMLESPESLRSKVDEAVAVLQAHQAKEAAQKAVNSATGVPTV
Neddyl block = inhibitors of human cullin neddylation; P61081+Q13564; TR-FRET cullin neddylation, biochemical; calls only at 25 µM; actives 0.58% (n = 360,000); AID 651699; in the data active = inhibition above about 36%
FAS TE block = FAS thioesterase (human) inhibition; P49327; recombinant FAS-TE, OMFH fluorogenic substrate, fluorescence endpoint; inhibition, % at 15 µM; actives 0.67% (n = 360,000);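 active = compounds whose normalised, plate-corrected inhibition of enzyme fluorescence in the single-dose primary screen is 50% or more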;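 note: 0% = DMSO with enzyme and 100% = substrate without enzyme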
* hit, by the source's call; i = inactive; · = not tested or not shown; + = active, no number.

structure	CSN inh	MT1-MMP act inh	NadD inh	SKN-1 inh	Rin1-Abl PPI inh	Rpn11 inh	PABP1 MLLE inh	Neddyl block	FAS TE block
COc1ccc(N2C(=O)CC(Nc3ccc(N4CCOCC4)cc3)C2=O)c(OC)c1 (stereo not given)	7.8	8.9	4.0	13.9	-1.9	i	17.7	i	-9.6
COc1cccc(N2CC(=O)Nc3c(oc4nc(-c5ccccc5)cc(C)c34)C2=O)c1	-2.9	0.5	2.8	7.4	-2.2	i	-4.3	i	-2.4
O=c1c(-c2ccccc2)c(O)c2ccccc2n1-c1ccccc1	-3.4	3.7	-2.1	0.2	2.2	i	6.2	·	0.1
CCc1c(C)c(C#N)c2nc3ccccc3n2c1NCCOC	5.3	-1.4	1.2	12.9	-2.2	i	-5.7	+	-2.2
Cc1ccccc1Sc1ccc([N+](=O)[O-])cn1	-0.3	-1.3	-4.8	-15.1	-1.5	i	3.3	i	13.0
COc1cccc(-c2cc(C(=O)Nc3ccncc3)c3ccccc3n2)c1	0.0	1.5	-0.4	10.6	-3.6	i	3.8	i	2.1
CCCC(CCC(=O)Nc1ccc(C(=O)OCC)cc1)C(=O)O (stereo not given)	-0.5	-2.8	-8.9	14.1	2.7	i	-0.9	i	-4.3
COc1cccc(C(=O)NCCS(=O)(=O)N2CCCCC2)c1	-3.2	-2.0	-2.5	6.3	0.1	i	16.2	i	-8.7

Filtered by structure: the entries above with an aryl methoxy group
structure	CSN inh	MT1-MMP act inh	NadD inh	SKN-1 inh	Rin1-Abl PPI inh	Rpn11 inh	PABP1 MLLE inh	Neddyl block	FAS TE block
COc1ccc(N2C(=O)CC(Nc3ccc(N4CCOCC4)cc3)C2=O)c(OC)c1 (stereo not given)	7.8	8.9	4.0	13.9	-1.9	i	17.7	i	-9.6
COc1cccc(N2CC(=O)Nc3c(oc4nc(-c5ccccc5)cc(C)c34)C2=O)c1	-2.9	0.5	2.8	7.4	-2.2	i	-4.3	i	-2.4
COc1cccc(-c2cc(C(=O)Nc3ccncc3)c3ccccc3n2)c1	0.0	1.5	-0.4	10.6	-3.6	i	3.8	i	2.1
COc1cccc(C(=O)NCCS(=O)(=O)N2CCCCC2)c1	-3.2	-2.0	-2.5	6.3	0.1	i	16.2	i	-8.7

Continuation.
structure	CSN inh	MT1-MMP act inh	NadD inh	SKN-1 inh	Rin1-Abl PPI inh	Rpn11 inh	PABP1 MLLE inh	Neddyl block	FAS TE block
Cc1nc(C(=O)N2CCc3c([nH]c4ccccc34)C2c2ccccn2)cs1 (stereo not given)	-0.5	4.0	1.7	10.6	-0.2	i	8.8	i	-6.0
Cc1cc(OCC(=O)NNC(=O)c2cnccn2)cc(C)c1Cl	2.8	-0.2	1.0	0.3	-3.5	i	6.9	i	0.7
COc1ccc(C2(O)C(=O)Nc3ccc(C)cc32)cc1 (stereo not given)	4.2	1.7	-6.1	-0.9	0.8	i	7.6	i	-2.8
COc1ccccc1C(NC(=O)C1CCCCC1)c1c(O)ccc2ccccc12 (stereo not given)	-1.8	-2.8	10.7	-10.9	-1.4	i	4.5	i	-17.2
CC(=O)c1cccc(NC(=O)c2cccc3c(-c4cccc(C(N)=O)c4)coc23)c1	22.0	-7.0	-3.0	2.6	-5.1	+	3.4	i	-5.1
O=C(NCC(=O)N1CC=C(c2ccccc2)CC1)c1ccccc1Br	3.8	3.0	-1.0	-7.0	0.4	i	-11.1	i	-0.3
COc1ccc(/C=C/C(=O)OCC(=O)NCCC2=CCCCC2)cc1S(=O)(=O)N1CCOCC1	-4.1	3.7	-0.8	-8.8	0.3	i	1.4	i	4.3
Cc1cc(=O)[nH]c(N/N=C/c2cn(CCC#N)nc2-c2ccccc2)n1	2.9	1.1	-0.9	-16.5	2.4	i	-3.5	i	-11.7
Cc1ccc(C(=O)N/N=C\c2ccc[nH]2)cc1[N+](=O)[O-]	3.2	-10.2	-3.6	-8.2	0.1	i	-3.6	i	0.8
CCOc1ccc(Br)cc1S(=O)(=O)NCCN1CCCC1	-0.2	-0.7	-5.4	22.0	-1.8	i	0.4	i	-4.9
CCC1C(=O)NCCN1C(=O)c1ccccc1OC1CCN(S(C)(=O)=O)CC1 (stereo not given)	-2.6	-1.2	4.3	-1.8	2.1	i	12.1	i	-8.1
COc1ccc2cc(/C=N/NC(=O)c3c(Cl)cnn3C)c(Cl)nc2c1	7.7	-6.4	0.5	14.9	1.4	i	-14.4	i	-10.4
CC(C)[C@H](NS(=O)(=O)c1ccc2c(c1)OCCO2)C(=O)OCC(=O)Nc1ccccc1Cl	-5.0	1.4	-8.9	7.0	4.3	i	7.7	i	1.4
CCCc1nc2ccc(NC(=O)NCCC(=O)OCC)cc2c(=O)n1Cc1ccc(Cl)cc1	2.6	3.0	-0.8	-1.6	2.6	i	2.6	i	7.4
COC(=O)C1C2C=CC(C3CC23)C1C(=O)OCC(=O)c1ccccc1 (stereo not given)	2.9	4.3	-5.4	-15.0	0.7	i	-2.0	i	-0.7
CC(=O)N1CCN(C(=O)COc2ccccc2C(=O)Nc2ccccc2)CC1	-2.5	-6.1	-3.1	1.6	2.1	i	-7.7	i	-5.1
Cc1ccccc1CCNC(=O)CCn1ccc2cc(S(=O)(=O)N3CCCC3)ccc21	4.0	4.4	-3.4	3.9	1.3	i	-1.2	i	4.0
Nc1c(C(=O)c2ccccc2)sc2nsc(SCCN3CCOCC3)c12	13.1	-143.5	-3.2	9.4	-3.1	·	-44.0	i	-13.4
Nc1c(S(=O)(=O)c2cccs2)c2nc3ccccc3nc2n1Cc1cccs1	-4.9	-8.2	11.7	5.1	-5.5	i	-7.1	i	13.9
O=C(NC(NCc1cccnc1)C(Cl)(Cl)Cl)c1cccc2ccccc12 (stereo not given)	-2.7	-12.5	-3.2	-5.8	0.5	i	4.4	i	-5.2
O=C(Nc1ccc(F)cc1)Nc1cccnc1Cl	0.8	-0.8	-4.5	6.4	0.5	i	1.9	i	-2.1
O=C(Nc1ccccc1OC(F)F)c1ccc(S(=O)(=O)N2CCCC2)cc1	-3.2	0.2	-2.3	7.5	0.5	i	16.2	i	3.7
CN(NC(=O)c1ccco1)c1nc2ccccc2nc1C(F)(F)F	-1.5	4.0	-1.1	-2.7	1.2	i	2.0	i	-5.0
O=C(N/N=C\c1cc(Br)cs1)c1ccncc1	-5.7	2.5	-4.2	-11.0	0.9	i	-17.5	i	-4.0
CC(C)n1c(N2CCN(C(=O)Nc3ccc(Cl)cc3)CC2)nc2ccccc21	-9.4	1.2	2.7	2.8	0.1	i	-2.5	i	6.0
CN1C/C(=C/c2cccnc2)C(=O)/C(=C/c2cccnc2)C1	2.4	-0.5	3.3	-10.0	1.6	i	8.2	i	-12.0
C[C@H](NC(=O)NC1CCCc2ccccc21)C(=O)O (stereo not given in full)	-4.3	4.3	2.8	-3.8	-1.7	i	3.3	i	-4.4
CCOCC(=O)N1CCCC(C(=O)OCC)C1 (stereo not given)	6.8	-5.4	-4.0	1.9	-2.3	i	8.3	i	-4.5
CC(O)(C(=O)c1ccccc1)c1ccccc1 (stereo not given)	-4.9	1.5	-1.1	5.1	0.6	i	1.4	i	-7.0
COc1ccc(S(=O)(=O)N2CCCCC2)cc1NC(=S)Nc1ccccc1	3.1	0.3	-0.9	2.2	0.8	i	36.9	i	5.7
COc1cccc(/C=N/Nc2nnc(C)n2N)c1O	53.8*	0.8	-4.5	-7.8	3.7	i	5.9	i	-7.0
COc1ccc(-c2csc(NC(=O)c3ccccc3F)n2)cc1	4.3	1.3	-3.9	9.5	0.1	i	7.8	i	24.2
Cc1ccc(CN2C(=O)CNC2=S)cc1	-7.4	-5.6	-9.1	-7.3	-1.6	i	-1.9	i	-2.1
Cc1ncc([N+](=O)[O-])n1Cc1cccc(F)c1	-10.7	-0.1	-4.5	-6.3	-0.2	i	0.5	i	-4.5
O=C(c1cc(-c2ccccc2Cl)nc2ccccc12)N1CCC1	0.8	10.1	-3.5	-5.6	-0.3	i	6.5	i	-4.6
CCOc1ccc(S(=O)(=O)N(CC(=O)N2CCc3ccccc32)Cc2ccco2)cc1	2.9	-6.5	-2.3	7.7	-1.2	i	11.8	i	24.6
CCN(CC)S(=O)(=O)c1ccc(N2CCOCC2)c(NS(=O)(=O)c2ccc(C(C)C)cc2)c1	-2.6	-4.8	2.1	12.1	-1.8	i	14.9	i	-5.5
Cc1cccc(C)c1NC(=O)C(C1CC1)n1c(-c2ccc(C(F)(F)F)cc2)nc2ccccc21 (stereo not given)	-3.3	-6.9	·	11.2	·	·	·	i	·
Cc1cccc(N2CCN(S(=O)(=O)c3ccc4c(c3)n(C)c(=O)c(=O)n4C)CC2C)c1 (stereo not given)	4.7	-15.9	10.8	1.8	-3.1	i	6.2	i	-4.9
CCCCN(C(=O)CC1CCCC1)c1c(N)n(CCCC)c(=O)[nH]c1=O	6.3	-1.7	-2.0	7.6	1.7	i	-9.3	i	-9.2
CCOc1ccc(NC(=O)N(CCC(C)C)C(C)c2ccco2)cc1 (stereo not given)	1.3	-0.3	-2.5	-11.7	-1.9	i	-1.7	i	15.7
O=C(NCC1CCCO1)c1cccc(S(=O)(=O)Nc2ccc(SC(F)F)cc2)c1 (stereo not given)	-3.2	6.6	1.9	-12.0	0.0	i	-4.5	i	-10.7
CSc1nnc(SCC2=NNC(=O)SC2)s1	-9.0	1.7	-0.8	4.6	-0.1	i	5.2	i	-17.4
COc1ccc(S(=O)(=O)N2CCCOC2CNC(=O)C(=O)NCc2ccccc2F)cc1C (stereo not given)	3.4	-0.7	0.6	9.4	-2.8	i	0.2	i	3.9
COC(=O)C(Cc1c[nH]c2ccccc12)NC(=O)CNC(C)=O (stereo not given)	3.2	-0.7	0.6	3.5	0.6	i	11.2	i	-4.7
CCCc1sc(N2CCCC(C(N)=O)C2)nc1-c1ccccc1 (stereo not given)	-3.4	-2.2	1.1	-3.7	-5.1	i	3.6	i	-4.7
CCCCN1C(=O)C(=O)N(CC(=O)N2CCN(c3ccccc3)CC2)C1=O	-0.5	4.2	2.2	2.9	-1.5	i	-12.9	i	-4.0
